MIN6 prolif: induces beta-cell replication in MIN6 cells; MIN6 cells proliferation, ATPlite luminescence, 48 h; cells starved in 0.2% serum; 100% = growth in 10% serum; proliferation, % at 10 µM; hit rate 0.29% among 330,000;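 active = compounds whose signal lies at least 3.5 SD above the mean of all wells on their plate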;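 also: 0% = DMSO-treated cells in low-serum medium and 100% = 10% serum control; some compounds called inactive have numbers as strong as hits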
hIAP block: blocks human intestinal alkaline phosphatase | P09923 | AID 2544 | inhibition, % at 10 µM | hit rate 0.12% among 330,000 | purified IAP, CDP-Star luminescence, 30 min;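 active = inhibition reaching a set limit with compound at 10 µM in the primary screen, cut at about 35% in these data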;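 also: plate controls were DMSO wells with enzyme for no effect and no-enzyme buffer wells for full effect; values of inactives mirror those of a sister screen read the other way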
Target sequence (P09923 whole entry, looked up): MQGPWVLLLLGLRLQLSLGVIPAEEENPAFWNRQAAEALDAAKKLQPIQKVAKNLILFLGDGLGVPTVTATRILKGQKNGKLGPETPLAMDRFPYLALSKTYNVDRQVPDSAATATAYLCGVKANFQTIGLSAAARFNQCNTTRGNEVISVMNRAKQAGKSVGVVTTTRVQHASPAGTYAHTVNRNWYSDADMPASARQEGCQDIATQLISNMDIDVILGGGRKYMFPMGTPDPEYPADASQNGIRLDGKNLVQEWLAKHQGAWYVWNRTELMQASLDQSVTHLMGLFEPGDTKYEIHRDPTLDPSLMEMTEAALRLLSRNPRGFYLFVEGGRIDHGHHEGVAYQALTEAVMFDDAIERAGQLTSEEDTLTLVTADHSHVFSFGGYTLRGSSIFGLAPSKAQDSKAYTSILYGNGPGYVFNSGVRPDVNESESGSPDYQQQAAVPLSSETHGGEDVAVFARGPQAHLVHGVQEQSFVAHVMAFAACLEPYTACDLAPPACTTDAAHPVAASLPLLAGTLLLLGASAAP
NR3A LBD binder: NR3A (human) ligand-binding domain modulation. NR3A LBD differential scanning fluorimetry, Tm shift; 0% = protein alone, 100% = glycine-bound protein. Tm shift relative to glycine control, % at 25 µM. hit rate 2.5% among 340,000;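 active = melting temperature shift of at least 10% of the positive control shift, at one fixed dose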
hIAP act: human IAP activation | purified human IAP, CDP-Star luminescence, 30 min; active compounds read high; 1 = vehicle-only enzyme, 0 = enzyme-free background | activation factor at 10 µM | hit rate 0.16% among 330,000;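 active = activation factor of the enzyme at least 2-fold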; also: the source names both 10 and 20 µM as test concentration; values of inactives mirror those of a sister screen read the other way
MPTP inh: permeability transition pore inhibition; inhibition, % at 10 µM; hit rate 1.4% among 360,000; isolated mouse mitochondria, Ca2+ swelling absorbance, 30 min;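 active = inhibition of 50% or more, scaled per plate between neutral and stimulator controls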;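 also: 0% = DMSO wells given calcium and 100% = 1 mM EGTA wells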
A3G deaminase: APOBEC3G (human) deaminase inhibition; inhibition, % at 20 µM; recombinant A3G, ssDNA deamination FAM/TAMRA fluorescence; Q9HC16; hit rate 0.28% among 330,000; AID 493012;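 active = inhibition of at least 40% at 20 µM, with no more than 30% in the related APOBEC3A deaminase screen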;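 also: plate controls were DMSO wells with A3G for no effect and wells lacking A3G enzyme for full effect; some compounds called inactive have numbers as strong as hits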
Target sequence (Q9HC16 whole entry, looked up): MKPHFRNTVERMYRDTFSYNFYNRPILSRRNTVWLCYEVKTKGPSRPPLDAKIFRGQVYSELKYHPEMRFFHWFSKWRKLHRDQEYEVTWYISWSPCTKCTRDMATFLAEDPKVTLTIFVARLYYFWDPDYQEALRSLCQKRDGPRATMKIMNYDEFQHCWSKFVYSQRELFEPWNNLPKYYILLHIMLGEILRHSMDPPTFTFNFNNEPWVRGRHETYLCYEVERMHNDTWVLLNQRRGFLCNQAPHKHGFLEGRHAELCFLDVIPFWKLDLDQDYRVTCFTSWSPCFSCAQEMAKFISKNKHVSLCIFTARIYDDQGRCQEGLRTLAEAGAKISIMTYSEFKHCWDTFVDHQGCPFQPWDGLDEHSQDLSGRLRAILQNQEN
APOBEC3A inh: human APOBEC3A DNA deaminase inhibition; P31941; recombinant A3A, FAM/TAMRA ssDNA deamination fluorescence; inhibition, % at 20 µM; hit rate 0.41% among 330,000; AID 493011;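 active = at least 40% inhibition at 20 µM here, with at most 30% in a related deaminase screen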;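 also: plate controls were A3A with DMSO for no effect and wells lacking A3A enzyme for full effect; some results filed as inactive read as strong as hits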
Target sequence (P31941 whole entry, looked up): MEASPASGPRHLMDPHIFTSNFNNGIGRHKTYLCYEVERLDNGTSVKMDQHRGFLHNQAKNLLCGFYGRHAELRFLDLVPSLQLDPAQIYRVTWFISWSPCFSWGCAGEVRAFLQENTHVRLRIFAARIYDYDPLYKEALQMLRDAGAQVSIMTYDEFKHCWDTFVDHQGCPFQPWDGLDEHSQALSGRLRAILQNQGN
mIAP activ: increases mouse intestinal alkaline phosphatase activity. muIAP, CDP-Star luminescence, 30 min; active compounds read high; 1 = vehicle-only enzyme signal, 0 = enzyme-free wells. AID 2805. activation factor at 10 µM. hit rate 0.24% among 330,000;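 active = activation factor of at least 2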; also: the source names both 10 and 20 µM as test concentration; values of inactives mirror those of a sister screen read the other way
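also added = chemiluminescent substrate CDP-Star | test system = mouse IAP enzyme | signal = chemiluminescence readout | compound = DMSO-dissolved test compounds | incubation = 30 min at room temperature | benchmarks = DMSO wells, no-enzyme wells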
mIAP inh: mouse IAP inhibition. inhibition, % at 10 µM. purified mouse IAP, CDP-Star luminescence, 30 min. hit rate 0.2% among 330,000;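 active = inhibition of at least 40% at 10 µM in the primary screen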;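 also: plate controls were DMSO with enzyme for no effect and no enzyme wells for full effect; values of inactives mirror those of a sister screen read the other way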
The depositor's hits bear a star; . = not tested or not shown. The order is random. About 5% of those tested had a hit in this group.

SMILES	MIN6 prolif	hIAP block	NR3A LBD binder	hIAP act	MPTP inh	A3G deaminase	APOBEC3A inh	mIAP activ	mIAP inh
O=C(Nc1ccc(NC(=O)c2ccccc2Cl)nc1)c1ccco1	-2.5	0.0	-19.1	1	-2.1	-10.2	-2.7	0.992	0.8
CCc1ccc(NS(=O)(=O)c2ccc(C)c(C(=O)N3CCOCC3)c2)cc1	0.7	-1.8	2.3	1.02	0.4	14.8	74.5*	1.03	-2.7
Cc1ccccc1Nc1nnc(-c2ccc(C(=O)NCCO)cc2)c2ccccc12	-2.0	-11.9	-4.5	1.12	-0.8	-2.5	-3.1	1.04	-3.7
Cc1ccc(S(=O)(=O)c2cn(CC(=O)Nc3ccccc3)c3ccc(F)cc3c2=O)cc1	-3.7	18.9	-2.7	0.811	0.2	-7.0	-1.3	0.987	1.3
Cc1ccc(Cn2c(SCC(=O)NCc3ccco3)nc3ccsc3c2=O)cc1	1.4	2.6	2.2	0.974	-0.6	-3.5	3.1	0.971	2.9
CC(=O)c1c(C)oc2ccc(N(C(C)=O)S(=O)(=O)c3cccc4cccnc34)cc12	-6.1	1.4	0.0	0.986	2.9	-4.6	-3.2	1.08	-8.4
Clc1ccccc1CSc1nnc([C@@H]2CCCN2)o1	1.4	-15.3	0.9	1.15	-0.4	2.0	2.2	0.909	9.1
NC(=O)c1c(NC(=O)c2ccccc2)sc2c1CCN(Cc1ccccc1)C2	3.5	11.7	0.1	0.883	1.1	-10.4	-5.0	1.05	-5.3
COc1ccc(C(=O)NC(=S)N2CC(C)OC(C)C2)cc1OC (stereo unspecified)	-0.9	-1.6	12.2*	1.02	0.6	-10.6	-2.4	0.898	10.2
COc1ccc(-c2cc3ccccc3oc2=O)cc1NC(=O)c1ccc(Br)o1	-5.2	5.8	1.2	0.942	-6.1	2.1	1.5	0.983	1.7
Cc1cccc(-c2c3c(=O)n(C)c(=O)n(C)c3cn2CCO)c1	2.9	0.6	-0.7	0.994	1.7	2.6	6.1	0.968	3.2
O=C(O)c1ccc(Cl)c(NCc2ccncc2)c1	1.5	4.4	-0.9	0.956	-0.3	-8.5	-7.3	1.11	-10.7

One compound at a time, from the list above. Order of screens: MIN6 prolif	hIAP block	NR3A LBD binder	hIAP act	MPTP inh	A3G deaminase	APOBEC3A inh	mIAP activ	mIAP inh
`CCc1ccc(NS(=O)(=O)c2ccc(C)c(C(=O)N3CCOCC3)c2)cc1` in the list: 0.7	-1.8	2.3	1.02	0.4	14.8	74.5*	1.03	-2.7
`O=C(O)c1ccc(Cl)c(NCc2ccncc2)c1` in the list: 1.5	4.4	-0.9	0.956	-0.3	-8.5	-7.3	1.11	-10.7
`CC(=O)c1c(C)oc2ccc(N(C(C)=O)S(=O)(=O)c3cccc4cccnc34)cc12` in the list: -6.1	1.4	0.0	0.986	2.9	-4.6	-3.2	1.08	-8.4

Next structures follow:
SMILES	MIN6 prolif	hIAP block	NR3A LBD binder	hIAP act	MPTP inh	A3G deaminase	APOBEC3A inh	mIAP activ	mIAP inh
CCOC(=O)c1cc(-c2cccc([N+](=O)[O-])c2)on1	-2.2	-0.2	-0.4	1	-2.6	-0.5	2.7	0.932	6.8
CC(=O)OC1COC(OC2C(O)C(C)OC(OC3C(OC4CCC5(C)C(CCC6(C)C5CC=C5C7CC(C)(C)CCC7(C(=O)O)CCC56C)C4(C)CO)OCC(O)C3O)C2O)C(O)C1OC(C)=O (stereo unspecified)	-5.4	-14.0	.	1.14	.	0.7	10.7	0.951	4.9
Cc1ccc(S(=O)(=O)Cn2nnnc2CN2CCN(C(=O)c3ccco3)CC2)cc1	0.5	21.6	4.8	0.784	-0.8	-1.7	-0.2	1	-0.2
CCOc1ccc(CCNC(=O)C2CCC(=O)N2C2CCCCC2)cc1OCC (stereo unspecified)	-0.2	0.1	0.8	0.999	0.8	9.8	3.9	0.974	2.6
CCS(=O)(=O)Nc1ccc(C2=NN(C(=O)c3ccco3)C(c3cccc(F)c3)C2)cc1 (stereo unspecified)	0.1	-3.4	-4.0	1.03	2.7	-5.4	2.2	0.938	6.2
CCOC(=O)/C(C#N)=C/c1ccc(OCC(=O)Nc2ccccc2)c(OC)c1	-5.1	-8.8	-2.1	1.09	2.5	-6.0	-3.5	1.05	-4.8
COC(=O)c1ccc2c(=O)n(CCCCCC(=O)NCc3ccccn3)c(=O)[nH]c2c1	-2.2	12.8	0.3	0.871	-0.6	0.5	4.4	0.992	0.8
Cc1nn2c(N3CCCC3)c3c(nc2c1-c1ccccc1)CCC3	-1.1	6.8	1.1	0.932	3.9	-4.2	-4.4	0.943	5.7
N#CCN1CCN(CC(=O)Nc2cccc3ccccc23)CC1	-3.4	-1.9	0.8	1.02	0.1	-2.5	-0.7	0.981	1.9
O=C(CN1C(=O)NC2(CCCCC2)C1=O)Nc1ccc(N2CCCCC2)cc1	-5.4	-3.8	-3.4	1.04	0.3	-2.6	-1.7	0.952	4.8
COc1ccc(-n2c(SCC(=O)N3CCCCC3)nnc2-c2cccnc2)cc1	-2.8	8.6	2.6	0.914	1.0	1.8	3.7	0.994	0.6
O=C(O)CSc1nccc2ccccc12	0.5	-16.5	1.3	1.17	-0.6	-7.9	-4.5	0.968	3.2
CCOc1cc(/C=C/C(=O)OCC(=O)NCc2ccco2)cc(Cl)c1OC	0.3	-4.9	-0.3	1.05	-0.4	-10.1	0.4	0.845	15.5
COc1ccc(C(=O)Oc2ccc3oc(=O)sc3c2)cc1	-5.7	-2.5	0.8	1.02	3.8	-6.4	-1.7	0.763	23.7
COC(=O)CSc1nc(N2CCOCC2)c2c(c1C#N)CC(C)(C)OC2	-3.6	4.7	0.6	0.953	1.8	0.4	-0.2	1.11	-11.4
COc1ccc(S(=O)(=O)Nc2cc3c(cc2C(C)=O)OCO3)cc1	-0.8	-0.2	-1.0	1	0.1	-6.6	0.5	1.23	-23.3
O=C(COc1ccccc1)Nc1cccc2nsnc12	-1.5	-0.4	2.3	1	-1.0	1.4	-0.1	0.949	5.1
Cn1c(=O)c2c(ncn2CC(=O)N2CCN(c3cccc(Cl)c3)CC2)n(C)c1=O	-1.7	-4.3	1.5	1.04	1.1	-2.8	-0.6	0.936	6.4
CC1(C)CC2(CCO1)OC(=O)CC2C(=O)Nc1ccc(Br)cc1 (stereo unspecified)	-0.2	-17.0	0.9	1.17	3.2	-7.9	1.8	1.03	-2.7
Cc1cccc(C)c1OC(=O)CSc1nnc(-c2ccccc2)o1	-2.4	-6.8	-4.1	1.07	2.7	-3.4	0.8	1.04	-4.1
O=C(O)c1cc2c(ccc3ccccc32)o1	-0.8	1.1	0.1	0.989	-0.6	-3.2	-0.6	1.03	-3.4
CC(Sc1ncnc2c1cnn2-c1ccccc1)C(=O)NCC1CCCO1 (stereo unspecified)	3.5	30.1	0.9	0.699	-0.6	-0.4	0.8	0.892	10.8
COc1cccc(/C=N/NC(=O)c2c(C)nc3ccc(Cl)cn23)c1O	-4.6	-81.4	-2.0	1.81	1.4	-9.3	-4.6	0.71	29.0
O=C(NN=Cc1cc(Br)c(O)c(Br)c1)c1ccccc1NS(=O)(=O)c1cccs1	-4.9	-7.6	3.0	1.08	-2.5	-7.3	-3.7	1.01	-1.0
C/C(=C1/SC(N2CC(C)OC(C)C2)=NC1=O)c1ccccc1 (stereo unspecified)	-1.9	-6.3	0.6	1.06	2.8	0.5	1.5	1	-0.3
O=C(COc1ccc([N+](=O)[O-])cc1)Nc1nc(-c2ccccn2)cs1	-5.5	-16.1	-7.0	1.16	-1.6	-9.1	3.6	0.904	9.6
CN(C)c1cccc(C(=O)OCC(=O)N2CCc3ccccc3C2)c1	-2.4	-12.6	-0.9	1.13	0.3	-3.6	-6.1	1.17	-16.9
O=C(/C=C/c1ccc(Br)cc1)NC(=O)c1ccccc1O	-4.9	-10.7	3.5	1.11	102.5*	-9.8	-4.3	0.839	16.1
Cn1cc(C(=O)Nc2ccc(F)c(F)c2)cn1	0.2	9.2	1.6	0.908	-3.6	-7.1	-4.0	0.984	1.6
O=C(c1ccccc1)c1cc2cc(Cl)ccc2[nH]1	-1.9	17.5	6.9	0.825	0.8	-3.6	-4.3	0.92	8.0
O=C(O)c1ccc2c(c1)C(=O)/C(=C\c1ccco1)C2=O	0.3	-1.7	3.4	1.02	2.9	57.5	94.9	0.67	33.0
CS(=O)(=O)c1ccc(C(=O)NC(Cc2ccccc2)c2ccccc2)cc1 (stereo unspecified)	0.2	14.3	-1.0	0.857	0.7	-2.9	0.5	1.14	-13.9
COc1ccc(N2CCC(CNC(=S)Nc3cc(C)ccc3C)C2)cc1 (stereo unspecified)	-5.5	-9.0	-4.8	1.09	6.2	-2.0	2.7	1.13	-13.2
O=C1CCN(Cc2ccccc2)CCN1CCO	-0.5	17.0	0.3	0.83	-0.7	-8.2	-1.5	1.07	-7.0
Cc1cc(C)c(OCC(=O)OCC(=O)N2CCCc3ccccc32)c(C)c1	-3.5	16.6	-1.9	0.834	-1.3	-1.3	4.9	0.926	7.4
COC(=O)[C@H](CCSC)NC(=O)[C@@H](Cc1cnc[nH]1)NC(=O)OCc1ccccc1	-2.1	-0.7	0.6	1.01	1.3	-3.3	1.4	0.912	8.8
CCCn1c(C)cc(C(=O)CSc2nc3nc(C)cc(C)n3n2)c1C	0.0	12.9	0.1	0.871	4.6	-4.1	2.1	1.03	-2.8
Cc1ccccc1NC(=O)C(=O)Nc1ccccc1C	-2.6	-5.7	0.8	1.06	0.2	12.4	0.5	0.953	4.7
O=C(NNc1cc(Br)c(O)c(Br)c1)c1ccccc1	-5.8	5.2	-2.5	0.948	37.3	0.8	-3.2	0.828	17.2
Cc1cc(=O)oc2n[nH]c(-c3ccccc3)c12	-2.3	-20.2	0.7	1.2	-3.6	-2.1	-5.3	0.878	12.2
COc1ccccc1C/C(N)=N/OC(=O)COc1ccccc1C	-1.4	-6.0	3.0	1.06	0.2	-8.6	-4.1	1.05	-4.6
Fc1ccc(/C=N/Nc2nc3ccccc3[nH]2)cc1F	-2.9	-22.3	0.0	1.22	-0.7	-9.7	-0.4	0.977	2.3
Cc1ccc(CN2CCC(n3nccc3NC(=O)CCOc3ccccc3)CC2)cc1C	0.8	-68.6	1.4	1.69	-0.5	-7.6	-7.4	1.34	-34.0
CC(C)CCOC(=O)C1C(c2ccccc2)C(C(=O)O)C1c1ccccc1 (stereo unspecified)	-2.0	1.6	-0.4	0.984	3.2	-0.4	1.3	1.01	-0.6
COc1ccc2oc(=O)c(C(=O)N3CCN(c4ccccc4F)CC3)cc2c1	4.8	21.8	-0.6	0.782	2.0	2.4	3.8	0.973	2.7
CCc1nnc(NC(=O)c2cc(-c3ccco3)nc3ccccc23)s1	-3.2	0.9	1.5	0.991	-0.6	52.3	51.0	0.847	15.3
O=C(C[C@@H]1C/C=C\C[C@@H](Cc2ccc(F)cc2)C(=O)OC[C@@H]2CCCN2C1=O)NCCO	0.2	-9.8	-4.4	1.1	1.0	-3.7	-0.3	1.09	-9.1
Cc1cc(C(=O)OCC(=O)Nc2cc(S(=O)(=O)N(C)C)ccc2C)c(C)o1	-0.8	-5.7	.	1.06	.	-10.2	-1.7	0.963	3.7
O=C(NC(=S)N1CCN(C/C=C/c2ccccc2)CC1)c1ccc(Cl)nc1	-2.2	11.7	0.5	0.883	2.2	2.0	2.8	1.08	-7.9
O=C(O)/C=C/c1cn(-c2ncc(C(F)(F)F)cc2Cl)c2ccccc12	-3.8	10.5	0.2	0.895	-0.9	-2.1	3.2	0.911	8.9
CCOC(=O)N1CCN(C(=O)C(CC(C)C)NC(=O)C2CCCCC2)CC1 (stereo unspecified)	0.8	-10.3	-0.8	1.1	1.5	1.5	2.4	1.03	-2.7
